Source: PubChem BioAssay (National Center for Advancing Translational Sciences (NCATS))
Vif-APOBEC3F blk: blocks the Vif interaction with APOBEC3F; Potency, µM (titrated, usually from 46.1 µM), inactives show top-dose activity, negative = active; AID 602313; actives 0.2% (n = 390,000); HeLa A3F-eYFP + Vif (tagged APOBEC3F with the HIV-1 protein that degrades it), YFP fluorescence increase; further: % of control where 0% means no effect; nearly all actives have a fitted effect of over 65% in size
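HeLa cells stably expressing Vif plus C-terminally eYFP-tagged A3F were seeded, incubated overnight at 37 deg C, dosed with compound, incubated overnight again at 37 deg C. Yellow fluorescence (Ex 488/Em 500-530) reported blocked Vif-mediated A3F-eYFP degradation.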
Vif-APOBEC3G blk: Vif-A3G binding inhibition; AID 602310; actives 0.076% (n = 410,000); HeLa A3G-eYFP + Vif (tagged APOBEC3G with the HIV-1 protein that degrades it), YFP fluorescence, overnight; Potency, µM (top dose mostly 46.1 µM), for the others: top-dose activity, negative = active, actives largely listed as inhibitors;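 further: on the % scale 0 is the no-effect control and ±100 the full control effect; nearly all actives have a fitted effect of over 60% in size; hits raise eYFP signal because A3G escapes Vif-driven loss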
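Read-out is eYFP fluorescence (Ex 488/Em 500-530) from Vif-expressing HeLa A3G-eYFP cells; more signal means A3G escaped Vif-mediated degradation. Cells plated overnight, compound pinned in, incubated overnight at 37 deg C.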
RGS4 inh: inhibitors of human regulator of G protein signaling 4. P49798. Transcreener GDP fluorescence polarization, RGS4-accelerated GTP hydrolysis. Potency, µM (titrated, usually from 114 µM), for inactives: at the highest dose activity change, negative = inhibition, hits mostly inhibitors. actives 0.039% (n = 390,000); further: on the % scale 0 is the no-effect control and ±100 the full control effect; nearly all actives have a fitted effect of over 75% in size; some results filed as inactive show a strong effect at the top dose
Target sequence (P49798 whole entry, looked up): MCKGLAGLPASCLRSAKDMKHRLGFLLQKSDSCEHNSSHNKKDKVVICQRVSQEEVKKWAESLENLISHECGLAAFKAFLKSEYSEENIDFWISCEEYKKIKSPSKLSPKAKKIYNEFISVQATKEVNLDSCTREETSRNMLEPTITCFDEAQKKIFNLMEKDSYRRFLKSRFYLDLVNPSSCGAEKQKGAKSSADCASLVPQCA
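MLSMR compounds (23 nl, pin-transferred) preincubated 10 min at room temperature with a 500nM (2x) first reagent, then RGS4 at 900nM (2x) plus Transcreener GDP mix added; fluorescence polarization (620/688 nm) read before and after 90 min at 30 °C.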
RXFP1 ag: RXFP1 (human) receptor agonism | Q9HBX9 | HEK293T-RXFP1 cAMP TR-FRET, 30 min; response scale: percent of porcine relaxin response, buffer zero | Potency, µM (doses to about 57.5 µM), inactives show top-dose activation, usual class: activators | actives 0.3% (n = 370,000) | AID 2676; further: on the % scale 0 is the no-effect control and ±100 the full control effect; nearly all actives have a fitted effect of over 60% in size; many of its hits are not listed in these tables
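HEK293 cells stably expressing RXFP1, treated 30 min at 37C with compounds plus PDE4 inhibitor Ro 20174; cAMP measured by HTRF TR-FRET. Normalized to buffer and 29 nM porcine relaxin; EC50 by Hill fit.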
TrxR1 substrate: is turned over as a substrate by rat TrxR1 | purified TrxR1 substrate turnover, NADPH consumption readout | AID 588456 | Potency, µM (series often up to 114 µM), for inactives: top-dose activity change, negative = substrate turnover | actives 0.01% (n = 390,000) | O89049; further: on the % scale 0 is the no-effect control and ±100 the full control effect; nearly all actives have a fitted effect of over 50% in size
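Rat TrxR1, dispensed at 90 nM, was prereduced with 400 uM NADPH (final) for 5 min at ~22 deg C, then incubated with compound 15 min before 400 uM selenite. A first-read NADPH fluorescence drop versus no-compound background flagged substrates.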
mIDH1 inhibitor: inhibitors of human mutant IDH1 R132H | O75874 | IDH1-R132H enzyme, NADPH consumption, diaphorase/resazurin fluorescence | Potency, µM (top dose mostly 76.6 µM), for inactives: at the highest dose activity change, negative = inhibition, usual class: inhibitors | actives 0.093% (n = 390,000); further: on the % scale 0 is the no-effect control and ±100 the full control effect; nearly all actives have a fitted effect of over 65% in size
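IDH1-R132H (0.5 ug/mL dispensed) in pH 7.5 Tris buffer was preincubated 30 min with compound, then given a substrate mix of 0.016 mM NADPH and 2 mM alpha-KG for 80 min at room temperature; remaining NADPH was read by diaphorase/resazurin fluorescence.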
USP1 inh: blocks the human USP1/UAF1 deubiquitinase complex; O94782; recombinant USP1/UAF1, Ub-Rhodamine cleavage fluorescence; Potency, µM (top dose mostly 57.1 µM), without a hit: at the highest dose activity change, negative = inhibition, most hits filed as inhibitors; actives 0.23% (n = 390,000); AID 743255; further: on the % scale 0 is the no-effect control and ±100 the full control effect; nearly all actives have a fitted effect of over 60% in size; inactives centre near -12
Target sequence (O94782 whole entry, looked up): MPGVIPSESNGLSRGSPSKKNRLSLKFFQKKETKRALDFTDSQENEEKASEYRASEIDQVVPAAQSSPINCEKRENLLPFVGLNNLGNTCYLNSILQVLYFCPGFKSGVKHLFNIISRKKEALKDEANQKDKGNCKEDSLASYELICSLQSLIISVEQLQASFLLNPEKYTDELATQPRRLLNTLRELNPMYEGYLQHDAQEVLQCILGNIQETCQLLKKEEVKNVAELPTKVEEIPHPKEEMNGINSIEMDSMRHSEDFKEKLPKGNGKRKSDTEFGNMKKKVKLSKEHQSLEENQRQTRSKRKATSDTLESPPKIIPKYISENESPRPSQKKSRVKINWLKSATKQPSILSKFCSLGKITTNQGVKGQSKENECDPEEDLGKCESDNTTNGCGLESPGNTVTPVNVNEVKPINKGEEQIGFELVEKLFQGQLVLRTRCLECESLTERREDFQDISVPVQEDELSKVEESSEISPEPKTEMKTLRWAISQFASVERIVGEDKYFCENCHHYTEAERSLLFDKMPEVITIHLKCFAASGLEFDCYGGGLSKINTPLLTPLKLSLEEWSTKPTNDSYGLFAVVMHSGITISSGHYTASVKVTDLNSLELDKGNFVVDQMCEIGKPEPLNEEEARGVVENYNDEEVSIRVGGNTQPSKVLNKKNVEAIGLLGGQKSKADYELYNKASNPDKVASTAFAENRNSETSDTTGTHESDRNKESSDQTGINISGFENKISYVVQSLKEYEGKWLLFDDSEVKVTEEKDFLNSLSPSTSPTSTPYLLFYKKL
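USP1/UAF1 complex (1 nM) preincubated 15 min at room temperature with compound, then Ub-Rho substrate (150 nM final) added. Kinetic fluorescence at 480/540 nm over 6 reads at 60 s intervals; 50 mM HEPES pH 7.8, 0.5 mM EDTA, 0.1 mg/ml BSA, 1 mM TCEP, 0.01% Tween-20.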
rTrxR1 inhibitor: rat TrxR1 inhibition; O89049; recombinant rTrxR1, NADPH fluorescence consumption, selenite substrate; Potency, µM (doses to about 114 µM), for inactives: at the highest dose activity change, negative = inhibition, most hits filed as inhibitors; actives 1% (n = 390,000); AID 588453; further: on the % scale 0 is the no-effect control and ±100 the full control effect; nearly all actives have a fitted effect of over 65% in size
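Rat TrxR1 (90 nM in the dispensed reagent) was pre-reduced with 400 uM NADPH for 5 min at room temperature, then incubated with compound for 15 min. After 400 uM selenite was added, NADPH fluorescence (Ex 340/Em 450 nm) was followed for 8 min.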
ALOX12 inh: blocks human arachidonate 12S-lipoxygenase | purified 12hLO, xylenol orange hydroperoxide absorbance | Potency, µM (top dose mostly 108 µM), for inactives: top-dose activity change, negative = inhibition, usual class: inhibitors | actives 1.1% (n = 580,000) | AID 1671190; further: on the % scale 0 is the no-effect control and ±100 the full control effect
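Purified human 12hLO at 150 nM in 25 mM Hepes, 0.01% Triton X-100, pH 7.0, preincubated 15 min at room temperature with compound. Reaction started with 40 uM arachidonic acid, 30 min at room temperature. Hydroperoxide measured by Fe-xylenol orange, 573/405 nm absorbance ratio.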
* = called active by the depositor; ? = inconclusive; . = no result given; [ ] = another dose, or the depositor's remark. The call rests on the fitted dose curve; in most records, active means well fitted curve in the direction sought with a large enough effect; inconclusive means small, poorly fitted or top-dose-only effect, or another doubt; inactive means no such curve, though single readings can be large; an effect the other way counts as inactive or inconclusive. Potency means the concentration at half of the fitted maximal effect. Only part of the results is shown, so the mix of outcomes need not match the whole.

item | smiles | Vif-APOBEC3F blk | Vif-APOBEC3G blk | RGS4 inh | RXFP1 ag | TrxR1 substrate | mIDH1 inhibitor | USP1 inh | rTrxR1 inhibitor | ALOX12 inh
1 | COc1cccc(C(=O)N2CCOCC2)c1 | -7% | -2% | -23% | 0.5% | -10%[57.1 µM] | 7% | -9% | 29%[57.1 µM] | -15%
2 | O=C(O)CC(NC(=O)CCC1CCCCC1)c1cc([N+](=O)[O-])ccc1Cl (stereo not drawn) | -5% | -1% | 3% | 1.1% | 6% | 2% | -12% | 17%[57.1 µM] | 0%
3 | CNC(=O)c1ccsc1NC(=O)c1sc2ccccc2c1Cl | -3% | -1% | ? | 2.4% | 16% | 0% | -10% | 22% | -26%
4 | CCOC(=O)CSc1nnc(-c2cccnc2)n1C | 10% | 8% | -5% | 0.1% | 7% | 0% | -17% | 13% | -7%
5 | COc1ccc(C(=O)Nc2ccc(NC(=O)c3cccs3)cc2)cc1OC | 2% | -5% | -22% | 1.8% | 10% | 0% | 25µM* | 17% | 0%
6 | CC1(c2cccc3ccccc23)OC(=O)c2ccccc21 (stereo not drawn) | -3% | -19% | 12% | . | 10%[57.1 µM] | 6% | -2% | 12%[11.4 µM] | -5%
7 | Cc1ccnc(Nc2nc(-c3ccccc3)cs2)c1 | -17% | 10% | -22% | 3.5% | 10% | 21% | -14% | 17% | ?
8 | COCCCNC(=S)N1CCN(c2nc(-c3ccc(F)cc3)cs2)CC1 | 0% | 5% | -31% | -1.9% | 0% | 3% | ? | 3% | 17%
9 | CCOc1ncccc1C(=O)Nc1cc(C(F)(F)F)ccc1N1CCOCC1 | -7% | 1% | 31% | 0.4% | 8% | 5% | -6% | 20% | 378%[activator]
10 | Cn1c(C(O)c2ccc3c(c2)OCO3)nc2ccccc21 (stereo not drawn) | 4% | 0% | 2% | 0.2% | -5%[57.1 µM] | 9% | -5% | 3%[57.1 µM] | 2%
11 | CC1CN(C(=O)CSc2nnc(-c3ccccc3)o2)CC(C)O1 (stereo not drawn) | 7% | -2% | -11% | 0.3% | 7% | 10% | -21% | 34% | 480%[activator]
12 | CC1CCCCC12NC(=O)N(CC(=O)c1ccc[nH]1)C2=O (stereo not drawn) | 1% | 2% | -15% | 0.8% | 1% | -1% | 4% | -29% | 0%
13 | Cc1ccc(C)c(NC(=O)n2ncc3cc(Cl)ccc32)c1 | 0% | -6% | 4% | -5.8% | 3% | -7% | ? | 17% | 6%
14 | Cc1ccc(NCN2C(=O)C3CC=CCC3C2=O)cc1 (stereo not drawn) | . | -2% | -20% | 0.5% | 3% | -1% | -16% | 4% | -12%
15 | Cc1nn(-c2ccccc2)c(C)c1CN(C)C(=O)c1ccc(S(=O)(=O)NCc2ccco2)cc1 | 0% | 0% | 19% | -0.1% | -4% | -2% | -12% | 12% | 0%
16 | CC(=O)NCCn1c(SCC(=O)c2ccccc2)nc2ccccc2c1=O | 7% | 0% | 15% | 1.1% | -10% | 3% | 0% | -17% | -23%
17 | Cc1ccc(NC(=O)CCNS(=O)(=O)c2ccc3c(c2)oc(=O)n3C)c(C)c1 | 2% | 0% | -1% | -0.7% | 1% | 0% | -3% | 18% | 3%
18 | CC1=C(C(N)=O)C(c2ccccc2)n2nc(-c3cccs3)nc2N1 (stereo not drawn) | -16% | 1% | -5% | -1.1% | 11%[57.1 µM] | 2% | -8% | 9%[57.1 µM] | 330%[activator]
19 | CCC(=O)c1ccc(OCC(=O)Nc2ccc(S(=O)(=O)Nc3cc(C)nc(C)n3)cc2)cc1 | 6% | 0% | -20% | . | 2% | 1% | -15% | 16% | -11%
20 | CCC(C)NCCC(=O)Nc1ccc(Cl)c(S(=O)(=O)Nc2ccc(Cl)cc2)c1 (stereo not drawn) | 14% | 6% | 15% | 0.2% | 4%[57.1 µM] | -17% | -14% | 10%[57.1 µM] | -9%
21 | CCn1c(=O)c(C(=O)NNS(=O)(=O)c2ccc(Cl)cc2)c(O)c2ccccc21 | -5% | -12% | -25% | 1.0% | -5% | 3% | -9% | -6% | -1%
22 | O=C(CCCOc1ccc(Cl)cc1)Nc1ccc(N2CCOCC2)cc1 | -8% | 0% | 7% | -0.4% | 8% | 12% | -10% | 37%[activator] | -8%
23 | CC1(C)CC2CC(C)(CN2S(=O)(=O)c2cccc(N)c2)C1 (stereo not drawn) | 9% | 5% | -2%[11.4 µM] | -1.9% | -6% | 2% | -2% | -11% | -9%
24 | O=C(Nc1ccccc1Cl)Nc1ccnn1C1CCN(C(=O)C2CCOC2)CC1 (stereo not drawn) | 2% | -1% | . | . | . | -1% | -8% | . | -6%
25 | C[n+]1cccc(C(=O)NCC2CCCO2)c1 (stereo not drawn) | 9% | -5% | -42% | 1.1% | -5% | 9% | -18% | -5% | 16µM*
26 | COc1cc(OC)c(NC(=O)c2c3c(nc4ccccc24)C(=O)N(C2CCCCC2)C3)cc1Cl | -3% | 0% | 2% | 1.2% | 4%[57.1 µM] | -10% | -15% | 9%[57.1 µM] | 0%
27 | CCC(=O)N(Cc1cc2c(C)ccc(C)c2[nH]c1=O)C1CCCCC1 | -8% | -4% | -2% | 0.6% | 6% | 2% | -7% | 2% | 1%
28 | COc1ccccc1CN(C)C(=O)c1ccc(S(=O)(=O)Nc2c(C)n(C)n(-c3ccccc3)c2=O)cc1 | -11% | -7% | -6% | . | 3% | -6% | -7% | 15% | -6%
29 | COc1ccc(OCC2NCCc3cc(OC)c(OC)cc32)cc1 (stereo not drawn) | -15% | -2% | 18% | -2.9% | 3% | -11% | -10% | 16% | -2%
30 | O=C(Nc1ccc2c(c1)CCC2)Nc1ccccc1Cl | 0% | 0% | 5% | 4.8% | -6% | -12% | -4% | -15% | -14%
31 | Cc1ccc(-c2cc(C(F)(F)F)n3nc(-c4cccc(Br)c4)cc3n2)cc1 | -3% | 5% | 9% | 0.1% | 5% | 17% | 0% | -1% | 2%
32 | O=C(N/N=C/c1ccc(Cl)s1)C(O)c1ccccc1 (stereo not drawn) | 9% | 0% | 21% | 0.3% | -7% | 10% | -14% | 7% | 14%
33 | CCC1(C)Cc2c(sc3nnn(CC(=O)Nc4ccc(Cl)cc4)c(=O)c23)CO1 (stereo not drawn) | -1% | 1% | 6% | 1.1% | -2%[57.1 µM] | -4% | -14% | 9%[57.1 µM] | 5%
34 | CCOc1ccccc1NC1=C(Cl)C(=O)N(c2ccccc2)C1=O | 0% | -2% | 9% | -0.6% | -11% | -2% | -10% | -1% | -4%
35 | COc1ccc(Cl)cc1-c1nc(SCC(=O)N(C)C)n[nH]1 | 1% | -3% | 24% | 2.8% | 5%[57.1 µM] | 3% | -3% | 20%[57.1 µM] | 1%
36 | COc1ccc(CCN(C)C(=O)c2ccc(C)c(S(=O)(=O)N3CCCCC3)c2)cc1OC | 0% | 2% | -15% | -0.5% | 3% | 2% | -22% | 12% | 466%[activator]
37 | COc1ccc2oc(C(=O)OCC(=O)NCc3ccco3)c(C)c2c1 | -11% | -15% | -21% | 1.2% | 34%[activator] | 6% | -21% | 19% | ?
38 | Cc1ccc(C)c(N2CCN(c3ncnc4c3nc3n4CCCC3)CC2)c1 | 8% | 10% | 23% | -0.9% | -6% | -4% | -15% | 19% | -10%
39 | C/C(=N\NC(=O)Cc1ccc(Cl)cc1)c1ccccn1 | 1% | ? | 10% | -0.8% | 11% | -1% | -16% | 28% | 21%
40 | Cc1ccccc1-n1c(SCC(=O)N2CCOCC2)nc(O)c(Cc2ccccc2)c1=O | 1% | -5% | 13% | -0.1% | 4% | 3% | -14% | 34% | 28%
41 | Cc1nc(CN2CCCC2=NC#N)n(-c2ccccc2)n1 | -2% | 0% | -2% | 1.5% | 11% | 3% | -14% | 25% | -26%
42 | O=C(Nc1ccc(C(=O)N2CCOCC2)cc1)c1ccccc1Cl | -9% | 2% | . | . | . | -1% | -7% | . | -3%
43 | CCOC(=O)Cn1nc(C)n(-c2ccc(C(C)(C)C)cc2)c1=O | -1% | 2% | -22% | 0.4% | 4% | 2% | -10% | 7% | -17%
44 | CCSc1nnc(-c2cnn(-c3ccccc3)c2-n2cccc2)n1C | -4% | 3% | -8% | -0.9% | 6% | 9% | -5% | 11% | 0%

Numbers 39–41 from above:
item | smiles | Vif-APOBEC3F blk | Vif-APOBEC3G blk | RGS4 inh | RXFP1 ag | TrxR1 substrate | mIDH1 inhibitor | USP1 inh | rTrxR1 inhibitor | ALOX12 inh
39 | C/C(=N\NC(=O)Cc1ccc(Cl)cc1)c1ccccn1 | 1% | ? | 10% | -0.8% | 11% | -1% | -16% | 28% | 21%
40 | Cc1ccccc1-n1c(SCC(=O)N2CCOCC2)nc(O)c(Cc2ccccc2)c1=O | 1% | -5% | 13% | -0.1% | 4% | 3% | -14% | 34% | 28%
41 | Cc1nc(CN2CCCC2=NC#N)n(-c2ccccc2)n1 | -2% | 0% | -2% | 1.5% | 11% | 3% | -14% | 25% | -26%
